# Bioassay records deposited in PubChem BioAssay by Broad Institute.
# PvdQ inh = P. aeruginosa PvdQ acylase inhibition; 340,000 compounds, 0.063% hits; purified PvdQ acylase, fluorescence plate reader; inhibition, % at 10 µM; in the data active = inhibition above about 30%, passing the limit was not always enough; inconclusive = no clear call, values can overlap the other calls;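 note: 0% = vehicle neutral wells and 100% = reference inhibitor wells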
# PfHsp90 yeast 2 = growth inhibition of yeast expressing Plasmodium Hsp90; 310,000 compounds, 0.32% hits; S. cerevisiae expressing PfHsp90, BacTiter-Glo ATP, 48 h; yeast lacking PDR1 and PDR3 efflux regulators; inhibition, % at 9.4 µM;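 active = every replicate shows inhibition above about 80%, whatever the replicate mean, limit read from the data; inconclusive = mean inhibition reaches the set limit but some replicate falls short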;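 note: 0% = DMSO neutral controls and 100% = 20 µM radicicol positive controls; yeast relying on Plasmodium falciparum Hsp90 in place of its own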
# NSD2 inh = NSD2 (human) methyltransferase inhibition. NSD2 peptide methylation, AlphaScreen, 120 min. O96028. inhibition, % at 12.5 µM. 310,000 compounds, 0.54% hits. AID 743445; in the data active = inhibition above about 50%
# Target sequence (O96028 whole entry, looked up): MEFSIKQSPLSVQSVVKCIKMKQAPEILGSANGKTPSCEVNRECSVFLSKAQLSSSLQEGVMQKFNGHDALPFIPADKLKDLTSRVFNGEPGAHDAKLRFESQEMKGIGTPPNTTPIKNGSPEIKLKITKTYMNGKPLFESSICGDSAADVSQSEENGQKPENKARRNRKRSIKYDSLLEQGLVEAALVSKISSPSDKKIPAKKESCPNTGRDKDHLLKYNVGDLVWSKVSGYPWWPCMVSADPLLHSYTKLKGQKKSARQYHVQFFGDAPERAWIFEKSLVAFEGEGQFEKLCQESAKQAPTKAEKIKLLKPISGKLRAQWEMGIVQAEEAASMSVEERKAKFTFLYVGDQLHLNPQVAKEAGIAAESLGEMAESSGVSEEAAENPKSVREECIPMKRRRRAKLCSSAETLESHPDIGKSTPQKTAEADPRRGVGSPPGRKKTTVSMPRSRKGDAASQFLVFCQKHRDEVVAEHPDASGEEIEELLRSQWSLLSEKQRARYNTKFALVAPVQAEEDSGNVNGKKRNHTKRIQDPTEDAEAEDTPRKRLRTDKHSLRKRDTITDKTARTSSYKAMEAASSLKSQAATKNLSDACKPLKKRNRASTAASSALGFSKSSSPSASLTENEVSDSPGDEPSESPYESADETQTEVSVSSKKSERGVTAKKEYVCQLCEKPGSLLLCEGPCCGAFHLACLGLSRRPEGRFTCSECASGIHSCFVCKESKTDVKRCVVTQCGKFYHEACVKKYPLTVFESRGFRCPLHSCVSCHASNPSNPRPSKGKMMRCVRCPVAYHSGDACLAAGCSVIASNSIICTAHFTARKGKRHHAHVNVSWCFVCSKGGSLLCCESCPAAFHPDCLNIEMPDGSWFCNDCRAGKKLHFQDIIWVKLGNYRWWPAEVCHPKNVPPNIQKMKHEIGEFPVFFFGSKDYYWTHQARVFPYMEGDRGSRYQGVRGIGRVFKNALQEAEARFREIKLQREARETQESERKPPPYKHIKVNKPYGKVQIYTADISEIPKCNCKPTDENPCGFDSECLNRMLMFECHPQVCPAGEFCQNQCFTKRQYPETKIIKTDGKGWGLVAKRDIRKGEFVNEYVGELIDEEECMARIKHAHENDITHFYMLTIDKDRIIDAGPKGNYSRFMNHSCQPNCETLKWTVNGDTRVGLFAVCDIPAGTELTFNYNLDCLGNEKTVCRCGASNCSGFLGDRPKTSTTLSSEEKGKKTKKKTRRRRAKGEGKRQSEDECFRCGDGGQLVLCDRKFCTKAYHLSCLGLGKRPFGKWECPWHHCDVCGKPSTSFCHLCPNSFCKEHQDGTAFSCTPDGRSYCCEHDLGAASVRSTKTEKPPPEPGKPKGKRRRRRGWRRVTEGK
# CAL PDZ FP-1 = inhibitors of human CAL PDZ peptide binding; Q9HD26; purified CAL PDZ, TMR-peptide fluorescence polarization, 1 h; inhibition, % at 20 µM; 330,000 compounds, 0.02% hits; AID 504414;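 active = highest replicate inhibition of at least 40%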;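 note: plate controls were DMSO neutral control wells for no effect and unlabeled competitor peptide control wells for full effect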
#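 System: purified tagged CAL PDZ domain construct (CerCALP). Schedule: 1 h incubation at room temperature before polarization reading. Medium: 25 mM sodium phosphate pH 7.4, 150 mM NaCl, TCEP, IgG, Thesit. Read-out: percent inhibition from loss of millipolarization. Measured by: FP readout, S and P plane fluorescence. Probe or stimulus: fluorescent TMR peptide probe.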
# SR-BI uptake up = SR-BI HDL lipid transfer activation | 320,000 compounds, 0.096% hits | activation, % at 12.5 µM | CHO ldlA[mSR-BI] cells, DiI-HDL uptake fluorescence, 3 h; 100 = double the neutral-control signal;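 active = mean replicate activation of at least 60% and every replicate at or above 60%; inconclusive = mean or all-replicate condition met, but not both; inactive = mean below 60% and not all replicates reaching 60%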;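 note: 0% = median plate neutral-control signal and 100% = twice that signal; values of inactives mirror those of a sister screen read the other way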
#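 Material: SR-BI-overexpressing, LDLR-lacking CHO cells; schedule: compound exposure 3 h, 37 °C; reagent: DiI-labelled HDL at 10 µg/mL final; technique: bottom-read fluorescence, 550/595 nm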
# Rtt109 Vps75 = blocks Candida albicans Rtt109/Vps75 acetyltransferase activity | purified Rtt109/Vps75, ThioGlo CoA-SH fluorescence, 4 h | inhibition, % at 34.9 µM | 330,000 compounds, 0.16% hits | AID 540336;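 active = inhibition of at least 50% in every replicate; inconclusive = best replicate reaches 50% inhibition but some replicates fall short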
# MITF act = increases MITF-driven TRPM1 promoter luciferase signal. activation, % at 12.5 µM. SK-MEL-5 TRPM1-promoter luciferase, 24 h; % of positive control, neutral wells = 0. 300,000 compounds, 0.75% hits;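 active = mean activation of at least 80% with every replicate also reaching 80%; inconclusive = mean reaches 80% but some replicate falls short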;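 note: 0% = neutral control wells and 100% = parthenolide positive control wells; values of inactives mirror those of a sister screen read the other way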
# SR-BI DiI inh = blocks mouse SR-BI lipid uptake from DiI-HDL; Q61009; ldlA[mSR-BI] CHO cells, DiI-HDL uptake fluorescence, 3 h; inhibition, % at 12.5 µM; 320,000 compounds, 0.96% hits; AID 488896;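 active = mean replicate inhibition of at least 70% and a set share of replicates each scoring 70 or more; inconclusive = meets just one of the two criteria; inactive = fails both criteria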;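 note: 0% = median of neutral control wells and 100% = median of positive control wells; values of inactives mirror those of a sister screen read the other way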
# dFosB act = activators of mouse delta FosB homodimer; 340,000 compounds, 0.99% hits; purified delta FosB, TAMRA-CDK5 oligo fluorescence polarization; percent of positive-control signal above neutral wells; activation, % at 25 µM; P13346;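 active = mean activation above about 17%, with every replicate also reaching it, limit read from the data, passing the limit was not always enough; inconclusive = only one of the two conditions met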;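 note: fluorescence polarization rise as delta FosB binds a TAMRA Cdk5 AP-1 oligo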
# CAL PDZ FP-2 = CAL PDZ (human) peptide binding inhibition. Q9HD26. purified CAL PDZ, TMR-peptide fluorescence polarization, 1 h. inhibition, % at 24.9 µM. 300,000 compounds, 0.92% hits. AID 602252;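 active = mean inhibition of at least 30% with at least half of replicates also reaching 30%; inconclusive = no clear call, values can overlap the other calls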;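 note: 0% = DMSO neutral control and 100% = excess unlabeled competitor peptide PRC23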
# * hit, by the source's call; ? = inconclusive; / = no result given. Compounds were not picked by outcome, and some 4.3% of all compounds hit somewhere here.
SMILES,PvdQ inh,PfHsp90 yeast 2,NSD2 inh,CAL PDZ FP-1,SR-BI uptake up,Rtt109 Vps75,MITF act,SR-BI DiI inh,dFosB act,CAL PDZ FP-2
CCc1ccc(C(=O)CSc2n[nH]c(-c3ccncc3)n2)cc1,-14,-17,-2,-3.3,7,-13,6,-7,-7,-2
COC(=O)CN(c1ccccn1)S(=O)(=O)c1ccccc1,6,2,/,-2.2,34,2,-6,-34,-9,1
O=C(c1ccccc1)N(Cc1nc2ccccc2c(=O)[nH]1)C1CCCC1,-5,-21,3,-3.5,-2,8,-16,2,-6,-1
O=C(CCN1C(=O)C2CC=C(Cl)CC2C1=O)NCc1ccccc1 (configuration not stated),-14,-8,1,-0.3,-7,4,-14,7,9,-5
CC(OC(=O)CCCN=C1NS(=O)(=O)c2ccccc21)C(=O)Nc1ccccc1[N+](=O)[O-] (configuration not stated),5,13,5,-3.5,-9,-18,0,9,4,3
O=C(CN1C(=O)NC2(CCCCCCC2)C1=O)N1CCc2ccccc2C1,-7,-6,-3,/,-16,-2,-4,16,0,2
Cc1ccc(NC(=O)Cc2ccsc2)cc1Cl,-11,-3,-1,/,-5,0,25,5,-3,-2
Clc1ccc2nc(-c3ccc4c(c3)OCO4)cn2c1,?,-15,0,-0.8,2,2,-38,-2,-5,-7
COc1ccc(-c2csc(NC(=O)c3c(OC)cccc3OC)n2)cc1,-14,-13,-2,-2.2,-37,0,1,37,3,-2
COC(=O)C1=C(CS(=O)(=O)c2ccc(Cl)cc2)NC(=O)NC1c1ccc(O)cc1 (configuration not stated),4,7,3,-0.5,15,0,-6,-15,-10,-5
COCCN(C(=O)/C=C/c1ccccc1)c1c(N)n(Cc2ccccc2)c(=O)[nH]c1=O,-27,-24,7,-2.2,3,-6,-2,-3,2,0
CCOC(=O)c1ccc(OCCOc2ccccc2C)cc1,-17,-37,-6,-0.7,18,-5,24,-18,-7,/
O=C(Cc1nc2ccccc2[nH]1)c1ccc([N+](=O)[O-])cc1,-14,-11,0,1.9,-34,1,59,34,-4,1
O=C(COC(=O)/C(=C/c1cccs1)c1cccs1)NC(c1ccccc1)c1ccccc1,-7,-9,1,-0.2,-19,0,-71,19,-15,-2
O=C(NCCc1nc(-c2ccccc2)cs1)c1ccc(Br)cc1,10,7,-3,-0.8,10,15,-10,-10,-2,-2
C=CCN(CC=C)C(=S)Nc1ccc(OC)c(OC)c1,4,2,2,-0.3,1,-5,-9,-1,-6,/
COc1ccc(S(=O)(=O)N2CCOCC2)cc1NC(=O)CSc1nnnn1C1CC1,-14,-49,31,-0.4,-4,1,/,4,-10,-2
Cc1ccc(CCNC(=O)C2CCN(S(=O)(=O)c3cccc4nonc34)CC2)cc1,7,/,0,0.5,-5,14,11,5,-6,0
COc1ccc(COC(=O)c2ccc(Cl)c(S(=O)(=O)N3CC(C)OC(C)C3)c2)cc1 (configuration not stated),-5,17,-4,-1.5,-53,14,-1,53,-5,-2
CN(C)C(CNC1CC(C)(C)NC(C)(C)C1)c1cccc(F)c1 (configuration not stated),-13,10,2,-0.8,-6,-5,7,6,-13,-3
CCOc1ccc(-n2cc(C(=O)c3cc(Cl)ccc3O)cc(C#N)c2=O)cc1,-12,7,0,-0.9,-7,-12,-10,7,-7,-1
COc1cc(OC)c(OC)cc1/C=N/NC(=O)C[n+]1ccccc1,6,1,3,-1.3,44,-5,11,-44,2,-1
C[C@H](NC(=O)C1CC(=O)N(c2ccc(F)cc2)C1)C(=O)N1CCCCC1 (some centres not stated),1,-6,-7,-2.8,10,3,5,-10,-9,2
COc1ccc(CCNC(=O)C2CCCN2C(=O)Nc2cccc(C(C)=O)c2)cc1OC (configuration not stated),0,10,-2,-1.3,-3,1,-4,3,-4,-1
Cc1ccc(CCN=c2c([N+](=O)[O-])nn(-c3ccccc3)n2O)cc1,-9,-47,14,-0.7,21,-7,7,-21,-8,-1
Cc1nc(-c2cccc(NC(=O)c3ccc(-n4nccc4C)cc3)c2)cs1,-8,-2,-3,-0.2,-30,-3,48,30,-16,-6
COc1cc2c(cc1OC)C(c1cc(Br)c(OC)c(OC)c1)CC(=O)N2 (configuration not stated),8,5,3,-0.3,3,6,/,-3,1,-2
Brc1ccc(-c2nn3c(-c4ccco4)nnc3s2)o1,-5,-20,-1,-3.2,28,6,10,-28,-29,-3
CC(C)CC1(C2CCCC2)NC(=O)NC1=O (configuration not stated),4,12,-1,-1.1,30,9,-2,-30,1,0
Cc1ccc(N=C2N=C(N)c3ccccc32)cc1C,-5,-18,6,0.8,28,-11,-3,-28,4,0
COc1cc(C(C[N+](=O)[O-])c2c(C)cc3ccccn23)ccc1O (configuration not stated),-16,17,5,-1.4,-2,4,-21,2,-8,-2
O=C(Cn1nnc(-c2ccc3c(c2)OCO3)n1)N1CCOCC1,-4,47,0,-1.0,31,-14,/,-31,1,-2
Nc1c(Cl)c(Cl)nc(C(=O)OCC(=O)N2CCCC2=O)c1Cl,-9,/,-1,-1.8,12,-4,-9,-12,-13,-2
Cn1ccc(CC(=O)N2CCC(N3CCC(C(=O)N4CCCC4)CC3)CC2)c1,-6,-22,-1,0.0,/,-11,1,/,1,-1
Cc1ccc(NC(=S)Nc2ccc(F)cc2)cc1C,3,-3,0,-0.7,-40,50*,13,40,0,-2
CCCCN(C(=O)CCC(=O)Nc1cc(C)on1)C(C(=O)NC1CCCC1)c1ccc(OCC)cc1 (configuration not stated),-7,18,-4,-0.8,14,25,-34,-14,-5,-5
Fc1cccc(F)c1-n1c(CN2CCOCC2)csc1=S,4,41,2,-3.5,-2,48,2,2,2,-2
Cc1ccc(OCC(=O)Nc2ccc([N+](=O)[O-])cn2)cc1C,0,-14,1,0.0,27,-5,6,-27,-2,-6
Cc1ccc(S(=O)(=O)Nc2ccccc2CNc2cccc(C)n2)cc1,-12,-36,-2,-0.9,-8,-5,3,8,8,-2
O=C(Cn1nnc(-c2ccc3c(c2)OCO3)n1)Nc1ccccc1C(=O)O,-11,-2,0,-2.5,6,6,15,-6,-4,-3

# Random excerpt: two entries already listed, in no set order.
SMILES,PvdQ inh,PfHsp90 yeast 2,NSD2 inh,CAL PDZ FP-1,SR-BI uptake up,Rtt109 Vps75,MITF act,SR-BI DiI inh,dFosB act,CAL PDZ FP-2
CC(OC(=O)CCCN=C1NS(=O)(=O)c2ccccc21)C(=O)Nc1ccccc1[N+](=O)[O-] (configuration not stated),5,13,5,-3.5,-9,-18,0,9,4,3
O=C(Cn1nnc(-c2ccc3c(c2)OCO3)n1)Nc1ccccc1C(=O)O,-11,-2,0,-2.5,6,6,15,-6,-4,-3

# Next compounds follow:
SMILES,PvdQ inh,PfHsp90 yeast 2,NSD2 inh,CAL PDZ FP-1,SR-BI uptake up,Rtt109 Vps75,MITF act,SR-BI DiI inh,dFosB act,CAL PDZ FP-2
Cc1nn(Cc2ccccc2)c(Cl)c1C(=O)NCCc1ccccc1,3,6,-4,-1.0,-27,17,60,27,-11,-3
CCCC(=O)Nc1ccccc1NC(=O)c1ccc2c(c1)OCO2,-10,-12,2,-0.1,20,1,-2,-20,0,-4
O=C(COC(=O)/C=C/c1cccs1)Nc1cccc(S(=O)(=O)N2CCCC2)c1,0,-22,0,-0.7,-3,1,10,3,-9,-3
COc1cccc(CCN2CCC(CNS(=O)(=O)c3cc(-c4cc(C)no4)ccc3OC)CC2)c1,-5,-8,5,-4.3,-16,29,-12,16,-15,6
C=CC(=O)Nc1cccc(N(C)c2ccnc(Nc3ccc(N4CCN(C)CC4)cc3)n2)c1,4,3,/,1.5,-5,?,-18,5,46*,-1
Cc1nc(SCC(=O)NCc2ccccc2)c2c(=O)n(C)c(=O)n(C)c2n1,-12,-6,/,-0.1,-24,-7,0,24,3,0
CCOC(=O)C1(CC2CC2)CCN(C(=O)c2cc(OC)nc3ccccc23)CC1,-10,11,-1,-0.7,-38,7,41,38,-12,/
C=CCn1c(SCC(=O)NC)nnc1C12CC3CC(CC(C3)C1)C2,-8,-20,-4,-1.2,8,-5,/,-8,4,-8
CCc1ccc(NC(=O)COC(=O)c2nc3nc(C)cc(C)n3n2)cc1,1,3,0,0.1,19,5,-1,-19,5,-13
CCOc1ccc(NC(=S)N2CCCCCC2)cc1,-11,/,-5,-1.6,4,2,12,-4,-8,-2
Cc1ccnc(NC(=O)C2CCN(S(=O)(=O)c3cccc(C(F)(F)F)c3)CC2)c1,-4,15,-6,-1.9,-4,6,9,4,-12,-3
Cn1c(SCC(=O)NC2CC2)nnc1-c1ccccc1,2,12,2,0.3,-8,0,-8,8,-5,-4
Cc1ccc(NC(=O)c2cc(-c3ccccc3O)n[nH]2)cc1Cl,-10,-23,-1,-0.2,-21,-2,7,21,41*,-3
CCOC(=O)c1sc(Nc2nc3ccc(OC)cc3s2)cc1C,-6,-10,-1,-0.6,-27,-1,17,27,-6,1
Cc1cc(Cl)ccc1OCC(=O)NNC(=O)C1CCN(c2ncnc3sc(C)c(C)c23)CC1,-15,5,0,-1.3,-62,8,/,62,-24,-9
CCCCCOC(=O)C1=C(C)NC(=O)NC1c1ccccc1OCC (configuration not stated),-8,6,-3,-3.7,-13,-2,19,13,-27,0
O=C(O)/C=C\C(=O)NC1CCCCC1,-13,-7,-2,-2.2,1,-19,3,-1,2,-3
CCOC(=O)C1=C(C)N(C)C(C)=C(C(=O)OCC)C1c1ccncc1,6,-17,-1,-0.6,-2,/,-24,2,-10,-3
O=C(C1CCN(S(=O)(=O)c2ccc(F)cc2)CC1)N1CCCC(C(F)(F)F)C1 (configuration not stated),-10,-29,-1,0.2,27,-7,-2,-27,-3,/
NN=C1c2ccccc2C(=O)C1C(=O)C(c1ccccc1)c1ccccc1 (configuration not stated),5,-14,-3,-5.4,-54,0,-8,54,-26,/
N#Cc1cc(-c2ccccc2)nc(N2CCNCC2)n1,-3,-12,4,-1.0,-60,-5,-18,60,-10,-6
COc1ccccc1N(C)S(=O)(=O)c1ccc(C(=O)NCCc2ccc(F)cc2)cc1,-20,-21,0,2.5,-61,9,-3,61,-6,-9
CC1CCCC(NC(=O)CSc2ncccc2C(=O)O)C1C (configuration not stated),-16,-3,-6,0.1,12,-12,-6,-12,7,-3
Cc1ccc(S(=O)(=O)Nc2cccc(-c3ccc(N4CCCCCC4)nn3)c2)cc1C,9,-13,0,-1.4,0,2,58,0,-13,/
O=C(CCN1CCC(c2ccccc2)C1)c1ccccc1 (configuration not stated),-4,-3,6,-0.4,16,-7,-2,-16,-2,/
CCCN(CC1COc2ccccc2O1)C(=S)Nc1ccc(C)cc1 (configuration not stated),-1,-15,2,0.1,-10,-2,5,10,4,-5
